# RXFP1 agonist: agonists of human relaxin receptor RXFP1. 0.3% of 370,000 active. AID 2676. Q9HBX9. HEK293T-RXFP1 cAMP TR-FRET, 30 min; response scale: percent of porcine relaxin response, buffer zero. Potency, µM (titrated, usually from 57.5 µM), for inactives: at the highest dose activation, usual class: activators; further: potency means the concentration at half of the fitted maximal effect; on the % scale 0 is the no-effect control and ±100 the full control effect; nearly all actives have a fitted effect of over 60% in size; many of its hits are not listed in these tables
#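 cAMP rise read by TR-FRET after 30 min, 37C compound exposure (up to 58 uM) in RXFP1-transfected HEK293 cells with Ro 20174 present. EC50 from Hill-equation fits, with 29 nM porcine relaxin as 100% and buffer as basal.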
# D1 PAM: enhances dopamine response at the human D1 receptor | P21728 | HEK293 TREx D1 cells, calcium flux, dopamine EC20 potentiation | potentiation, % at 10 µM | 0.036% of 360,000 active | AID 504651; in the data active means potentiation above about 30%; further: 0% is about no effect
# Target sequence (P21728 whole entry, looked up): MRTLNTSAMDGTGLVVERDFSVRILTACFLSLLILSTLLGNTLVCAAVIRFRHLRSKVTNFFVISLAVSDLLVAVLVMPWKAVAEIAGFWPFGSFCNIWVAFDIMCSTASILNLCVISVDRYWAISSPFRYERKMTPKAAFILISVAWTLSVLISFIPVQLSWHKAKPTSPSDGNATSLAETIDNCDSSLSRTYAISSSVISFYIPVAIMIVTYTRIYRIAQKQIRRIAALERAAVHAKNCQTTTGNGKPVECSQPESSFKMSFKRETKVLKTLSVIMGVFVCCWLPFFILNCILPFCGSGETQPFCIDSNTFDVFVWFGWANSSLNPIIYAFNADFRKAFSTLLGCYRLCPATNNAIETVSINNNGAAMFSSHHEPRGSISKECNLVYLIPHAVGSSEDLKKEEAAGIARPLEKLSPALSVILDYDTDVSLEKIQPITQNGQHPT
# D1 antagonist: blocks dopamine activation of the human D1 receptor | P21728 | HEK293 TREx D1 cells, calcium flux, dopamine EC80; active compounds read low | activity change, negative = inhibition, % at 10 µM | 3.2% of 360,000 active; in the data active means activity change below about -30%; further: on the % scale 0 is the no-effect control and ±100 the full control effect
#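 Compound effects on dopamine-evoked calcium signalling were measured in tetracycline-induced HEK293 Trex D1 cells. Dopamine at EC80 followed a 180 s compound pre-read, and fluorescence was tracked kinetically for 180 s more.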
# Glioma ERSR ind: ER stress response induction in glioma. U87-MG GRP78 promoter luciferase reporter, 16 h. Potency, µM, for inactives: at the highest dose activation, usual class: activators. 0.02% of 420,000 active. AID 602332; further: potency means the concentration at half of the fitted maximal effect; series mostly up to about 76 µM; % of control where 0% means no effect; nearly all actives have a fitted effect of over 35% in size
#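 Stably transfected U87-MG glioma cells carrying a GRP78-based luciferase sensor; 16 h compound incubation. Luminescence end-point read 10 min after Bright-Glo addition at room temperature.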
# Vif-APOBEC3G blk: Vif-A3G binding inhibition. HeLa A3G-eYFP + Vif (tagged APOBEC3G with the HIV-1 protein that degrades it), YFP fluorescence, overnight. Potency, µM (highest dose often 46.1 µM), without a hit: top-dose activity, negative = active, actives largely listed as inhibitors. 0.076% of 410,000 active. AID 602310;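 further: potency means the concentration at half of the fitted maximal effect; on the % scale 0 is the no-effect control and ±100 the full control effect; nearly all actives have a fitted effect of over 60% in size; hits raise eYFP signal because A3G escapes Vif-driven loss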
# Target sequence (Q9HC16 whole entry, looked up): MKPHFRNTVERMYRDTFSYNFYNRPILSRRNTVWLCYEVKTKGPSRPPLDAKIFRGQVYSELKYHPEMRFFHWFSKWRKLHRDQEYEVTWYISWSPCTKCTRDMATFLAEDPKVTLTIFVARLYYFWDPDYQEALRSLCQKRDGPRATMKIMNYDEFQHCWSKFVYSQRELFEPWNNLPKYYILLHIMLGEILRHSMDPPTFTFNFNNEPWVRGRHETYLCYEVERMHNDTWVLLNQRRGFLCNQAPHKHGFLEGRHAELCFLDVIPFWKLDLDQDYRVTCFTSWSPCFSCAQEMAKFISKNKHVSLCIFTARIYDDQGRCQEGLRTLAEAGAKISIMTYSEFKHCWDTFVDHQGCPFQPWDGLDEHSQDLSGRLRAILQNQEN
#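 Read-out is eYFP fluorescence (Ex 488/Em 500-530) from Vif-expressing HeLa A3G-eYFP cells; more signal means A3G escaped Vif-mediated degradation. Cells plated overnight, compound pinned in, incubated overnight at 37 deg C.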
# D1 ag: human D1 receptor agonism; AID 504660; activation, % at 2 µM; HEK293 T-REx D1 cells, calcium flux, agonist mode; P21728; 1% of 360,000 active; in the data active means activation above about 30%; further: 0% is about no effect
#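 Agonism was scored from calcium flux recorded over 180 s (1 read/s) after pintool compound addition, following a 10-cycle baseline. Cells were inducible force-coupled HEK293 TREx D1, plated overnight at 30 C and loaded with no-wash calcium dye.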
# Vif-APOBEC3F blk: blocks the Vif interaction with APOBEC3F; AID 602313; 0.2% of 390,000 active; Potency, µM (series often up to 46.1 µM), inactives show top-dose activity, negative = active; HeLa A3F-eYFP + Vif (tagged APOBEC3F with the HIV-1 protein that degrades it), YFP fluorescence increase; further: potency means the concentration at half of the fitted maximal effect; % of control where 0% means no effect; nearly all actives have a fitted effect of over 65% in size
#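 Fluorescence increase (Ex 488/Em 500-530) after overnight compound treatment at 37 deg C flags inhibition of Vif-driven A3F-eYFP loss in stable HeLa A3F-eYFP/Vif cells seeded overnight beforehand.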
# LDHA block: blocks human lactate dehydrogenase A; 0.15% of 480,000 active; P00338; purified LDHA, NADH/diaphorase-resazurin fluorescence; active compounds read low; activity change, % (values are at about 110 or 230 µM); in the data active means activity change below about -30%; inconclusive means mostly about -25% to -30%;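 further: plate controls were DMSO wells for no effect and wells without enzyme for full effect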
#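 Human LDH5 at 2 nM final in Tris HCl pH 7.4 with 0.06 mM NADH and 0.2 mM pyruvate, reacted 5 minutes at room temperature. Remaining NADH coupled via diaphorase/resazurin; resorufin fluorescence read at 0 and 20 minutes, normalized to enzyme-free and DMSO wells.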
# D2 PAM: positively modulates the human D2 dopamine receptor allosterically; P14416; HEK293 T-REx D2, calcium flux, EC20 dopamine potentiation; potentiation, % at 10 µM; 0.34% of 340,000 active; AID 485347;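 active means potentiation over 3 SD above the plate norm, cut at about 30% in these data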; further: 0% is about no effect
#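 Tetracycline-induced Hek293 Trex D2 cells, force-coupled to calcium, loaded with no-wash calcium dye. Compound added with 180 s kinetic read for agonism, then EC20 dopamine and a further 180 s read for potentiation.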
# * hit, by the source's call; ? = inconclusive; nt = not tested or not shown; & = joins results of further samples. Unless noted, the call rests on the fitted dose curve; in most records, active means well fitted curve in the direction sought with a large enough effect; inconclusive means small, poorly fitted or top-dose-only effect, or another doubt; inactive means no such curve, though single readings can be large; an effect the other way counts as inactive or inconclusive. Some of the compounds tested (hit frequency here may not be typical).
no. | Structure | RXFP1 agonist | D1 PAM | D1 antagonist | Glioma ERSR ind | Vif-APOBEC3G blk | D1 ag | Vif-APOBEC3F blk | LDHA block | D2 PAM
1 | COc1ccc(CNC(=O)c2ccc(Br)s2)cc1OC | -1.5% | 2 | 1 | -4% | -9% | 7 | -11% | -2 | 7
2 | COc1ccc(NC(=O)Nc2ccc3c(c2)C(=O)N([C@H](C)CO)C[C@H](C)[C@H](CN(C)Cc2ccc(C(=O)O)cc2)OCCCC[C@@H](C)O3)cc1 | nt | nt | nt | -4% | 1% | nt | -7% | -8 | nt
3 | O=S(=O)(Nc1ccc2cn[nH]c2c1)c1ccc(C(F)(F)F)cc1 | 0.9% | -10 | -10 | -4% | -4% | 6 | 1% | -1 | -12
4 | O=C(CC(c1ccc(F)cc1)c1ccco1)N1CCOCC1 (centres undefined) | 0.1% | 5 | 8 | -1% | 2% | 2 | 3% | 3 | nt
5 | COc1ccc(CCNC(=O)CS(=O)Cc2nc(-c3ccccc3F)oc2C)cc1OC (centres undefined) | 0.8%&-0.3% | 4&-3 | 14&0 | -3%&-1% | 4%&1% | 1&0 | 3%&2% | -1&-11 | 7&20
6 | COc1ccccc1C(=O)C1CCCN(C(=O)c2cccc(Cn3cccn3)c2)C1 (centres undefined) | 0.1% | 1 | -11 | 2% | -1% | 2 | 0% | -3 | 21
7 | CC(C)=C1C2CCC1C(C(=O)Nc1sc(C)c(-c3ccc(C(C)C)cc3)c1C(N)=O)C2C(=O)O (centres undefined) | 0.0% | -9 | -15 | -5% | -9% | 0 | -15% | 1 | 12
8 | Cc1cc(C)c(NC(=O)COC(=O)/C=C/c2cccc(C(F)(F)F)c2)c(C)c1 | -0.8% | 6 | -10 | -3% | 0% | 3 | 1% | -1 | 8
9 | COc1ccc(-n2cc(-c3ccccc3)c3c(NCc4cccc(Cl)c4)ncnc32)cc1 | 4.4% | -1 | 12 | 0% | 2% | 2 | 0% | 0 | -6
10 | Cc1cc(C(=O)CCC(=O)Nc2cccc(F)c2)c(C)s1 | nt | nt | nt | 10% | -3% | nt | -7% | -2 | nt
11 | CCn1c(SCC(=O)N2CCCc3ccccc32)nnc1-c1c[nH]c2ccccc12 | 0.3% | -9 | 8 | -3% | -2% | 3 | 3% | 0 | 9
12 | CCC1([N+](=O)[O-])COC(c2ccc(C)cc2)OC1 (centres undefined) | nt | nt | nt | 1% | -1% | nt | -7% | -3 | nt
13 | Cc1ccc(-n2ncc3c(NCCCn4ccnc4)ncnc32)c(C)c1 | -1.2% | -1 | -8 | -1% | 0% | 1 | 2% | -8 | 11
14 | CN1CCN(C(=O)C2CCC(=O)N(Cc3cccc(C(F)(F)F)c3)C2)CC1 (centres undefined) | -0.5% | -4 | -27 | -3% | 0% | 9 | -12% | -8 | 0
15 | C(=NN1CCCCCC1)c1cccc2ccccc12 | nt | nt | nt | -3% | -5% | nt | 7% | -14 | nt
16 | Cc1ccc(CNc2ccc(-c3nc(-c4ccco4)no3)cc2[N+](=O)[O-])cc1 | ? | 5 | 6 | -3% | 4% | 2 | ? | -2 | nt
17 | N#Cc1ccc(S(=O)(=O)N2CCN(CN3C(=O)CC4(CCCC4)C3=O)CC2)cc1 | nt | nt | nt | 0% | 3% | nt | -3% | 2 | nt
18 | COc1ccc(C2C=C(C)Nc3nc(SC)nn32)cc1 (centres undefined) | 2.8% | -7 | -2 | 0% | -7% | 1 | 2% | -9 | -15
19 | c1cncc(-c2nc(-c3ccco3)cs2)c1 | -2.0% | 8 | 3 | 1% | 0% | 1 | -2% | -7 | 12
20 | COc1ccc(C(=O)/C=C/c2ccccc2OC)c(OC(=O)c2ccc([N+](=O)[O-])cc2)c1 | nt | nt | nt | ? | ? | nt | -5% | -7 | nt
21 | CS(=O)(=O)c1ccc(Cl)c(NC(=O)c2cccc(N3C(=O)CCC3=O)c2)c1 | 1.5% | -5 | -7 | -3% | 2% | 0 | 10% | -1 | nt
22 | COc1ccc(N(C(=O)COc2ccc(F)cc2)S(=O)(=O)c2ccc(C)cc2)cc1 | -1.4% | -4 | 2 | -4% | 0% | 9 | -2% | -1 | -5
23 | CCN(CC)S(=O)(=O)c1cc(C(=O)Nc2cccnc2Cl)ccc1Cl | 7.3% | -5 | -14 | -6% | 3% | 6 | 15% | -3 | 0
24 | COc1ccc(C(C)=O)cc1CSc1nnc(SCc2cc(C(C)=O)ccc2OC)s1 | 0.0% | -8 | -8 | 0% | -1% | 2 | 2% | -1 | 7
25 | O=C(CSc1ccc(-c2ccccc2)nn1)Nc1ccc2c(c1)OCCO2 | -0.1% | -10 | 9 | 6% | -10% | -1 | 11% | 2 | 0

# Complete entries, quoted from the list.
# `COc1ccc(CCNC(=O)CS(=O)Cc2nc(-c3ccccc3F)oc2C)cc1OC` (centres undefined) across the screens: RXFP1 agonist = 0.8%&-0.3%; D1 PAM = 4&-3; D1 antagonist = 14&0; Glioma ERSR ind = -3%&-1%; Vif-APOBEC3G blk = 4%&1%; D1 ag = 1&0; Vif-APOBEC3F blk = 3%&2%; LDHA block = -1&-11; D2 PAM = 7&20
# `O=C(CC(c1ccc(F)cc1)c1ccco1)N1CCOCC1` (centres undefined) across the screens: RXFP1 agonist = 0.1%; D1 PAM = 5; D1 antagonist = 8; Glioma ERSR ind = -1%; Vif-APOBEC3G blk = 2%; D1 ag = 2; Vif-APOBEC3F blk = 3%; LDHA block = 3; D2 PAM = nt

# Some of these compounds in order of the D1 PAM value, highest first.
no.	molecule	D1 PAM
13	Cc1ccc(-n2ncc3c(NCCCn4ccnc4)ncnc32)c(C)c1	-1
14	CN1CCN(C(=O)C2CCC(=O)N(Cc3cccc(C(F)(F)F)c3)C2)CC1 (centres undefined)	-4
25	O=C(CSc1ccc(-c2ccccc2)nn1)Nc1ccc2c(c1)OCCO2	-10

# The results go on.
no. | Structure | RXFP1 agonist | D1 PAM | D1 antagonist | Glioma ERSR ind | Vif-APOBEC3G blk | D1 ag | Vif-APOBEC3F blk | LDHA block | D2 PAM
26 | COc1cccc(CNCCc2c[nH]c3ccccc23)c1OCc1ccccc1F | 0.8% | -11 | -35* | -3% | -12% | 18 | -5% | -3 | nt
27 | O=C(CN1C(=O)S/C(=C/c2cc(Br)cs2)C1=O)N1CCOCC1 | 0.2% | -1 | 16 | -2% | 0% | 3 | 11% | -6 | 5
28 | C/C(=N/NC(=O)c1ccc(Br)o1)c1ccc(C)o1 | 0.4% | -2 | 7 | 1% | 1% | -1 | 1% | 0 | 11
29 | O=C(O)CCSc1nnnn1-c1ccccc1 | 1.0% | -2 | 16 | -6% | -9% | -1 | 4% | 1 | 2
30 | CCCNC(=O)CCn1c(-c2ccc(C)cc2)cc(C(=O)OCC)c1C | 0.9% | -3 | 3 | -2% | 0% | 0 | 1% | -1 | 5
31 | Cc1cc(=O)oc(C)c1C(=O)Nc1ccc(F)cc1 | 0.7% | 2 | 5 | 1% | 1% | 3 | 4% | -4 | -2
32 | O=C(NC(Nc1ncccn1)C(=O)c1ccccc1)c1ccccc1 (centres undefined) | -0.4% | -2 | -4 | -4% | -1% | 0 | -4% | -8 | 8
33 | Cc1ccc2cc(C(c3nnnn3Cc3ccccc3)N3CCc4ccccc43)c(=O)[nH]c2c1C (centres undefined) | -3.6% | -4 | -1 | -5% | -12% | 0 | -21% | 7 | -7
34 | Cc1nc2nc(C)c(CCC(=O)NCc3cccc(Cl)c3)c(C)n2n1 | 5.8% | -2 | 2 | 2% | 2% | 9 | 1% | -4 | -4
35 | CC(C)c1ccc(S(=O)(=O)c2cn(Cc3ccc(F)cc3)c3cc4c(cc3c2=O)OCO4)cc1 | 1.6% | 7 | -12 | nt | nt | 3 | nt | nt | 8
36 | Cc1cc(S(=O)(=O)N2CCN(c3ccccc3F)CC2)ccc1-n1cnnn1 | 2.9% | -7 | -10 | 0% | 1% | 4 | ? | 0 | nt
37 | COc1ccc(NC(=O)NCc2ccccn2)c(OC)c1 | -0.8% | -1 | 4 | -2% | 0% | 2 | 0% | -3 | -11
38 | CCOC(=O)c1c(-c2ccc(C)o2)csc1NC(=O)CN1CCC(C(N)=O)CC1 | 1.8% | -4 | 0 | -1% | -18% | 1 | -9% | -2 | 8
39 | COc1ccc(CC(=O)Nc2nc3ccccc3[nH]2)cc1 | -0.6% | 2 | 2 | -1% | 4% | 3 | -10% | -2 | 13
40 | Cc1csc(NC(=O)CSc2nnc(-c3ccoc3C)o2)n1 | 1.3% | -5 | -6 | 2% | 0% | 9 | 0% | 1 | -7
41 | CSC(=S)N/N=C(\C)c1ccc(Br)cc1 | 0.5% | 0 | -25 | 6% | 0% | 3 | ? | 4 | 2
42 | CC(C)(C)C(=O)NC1CCN(S(=O)(=O)c2ccc(C(F)(F)F)cc2)CC1 | -0.1% | 0 | -2 | 0% | 6% | 1 | 0% | -5 | 9
43 | Cc1cc(C)cc(NC(=O)c2sc3nc(-c4ccccc4)cn3c2C)c1 | 7.4% | 0 | -5 | 2% | -6% | 3 | -4% | 5 | 7
44 | CN1CCN(C(=O)/C(=C/c2cccc([N+](=O)[O-])c2)NC(=O)c2ccccc2)CC1 | 4.4% | nt | 2 | -1% | -2% | 5 | -11% | -2 | 2
45 | CCOc1ccc(N(CC(=O)NC2CCCCC2)C(=O)Cn2nnc(-c3ccc(C)o3)n2)cc1 | -0.5% | -9 | -25 | -7% | -3% | 1 | -14% | -5 | -2
46 | COc1ccc(NC(=O)CN2C(=O)c3cccnc3Sc3ccccc32)cc1OC | 0.2% | -4 | 11 | 1% | -4% | 1 | 5% | 6 | -2
47 | Cc1cccc(CNC(=O)C2CCN(c3nn4cc(-c5ccc(F)cc5)nc4s3)CC2)c1 | 3.9% | -2 | 9 | 0% | -2% | -2 | -10% | -7 | 5
48 | CCOC(=O)N1CCC(NC(=O)CSCc2nc(-c3cccc(OC)c3)oc2C)CC1 | -0.2% | -3 | -7 | 0% | 0% | -3 | 7% | 0 | 9
49 | CCOc1ccccc1NC(=O)CCc1nnc2ccc(NCc3ccco3)nn12 | 1.6% | 1 | 8 | 1% | 1% | 3 | -2% | 0 | 2
50 | COc1ccccc1NC(=O)COc1ccc(/C=N/NS(=O)(=O)c2ccc(C)cc2)cc1 | 0.3% | 3 | -7 | 1% | 2% | 2 | -4% | -9 | 4

# Compound activity from PubChem BioAssay.
